# PfHsp40 rescue – rescue of PfHsp40-mediated yeast toxicity; growth rescue, % at 12.5 µM; 340,000 tested, 0.68% active; S. cerevisiae expressing PfHsp40, growth rescue, ATP luminescence; AID 504582; in the data active = growth rescue above about 28%, passing the limit was not always enough; inconclusive = no clear call, values can overlap the other calls;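 also: yeast W303a lacking pdr1 and pdr3 grown in galactose medium; growth measured after three days at 30 °C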
# TcdB inh – TcdB glycohydrolase inhibition. P18177. TcdB glycohydrolase enzymatic assay, plate reader. inhibition, % at 9.99 µM. 350,000 tested, 0.24% active. AID 652162; in the data active = inhibition above about 10%
# BH1578 lux ind – induces V. cholerae light production without autoinducers | V. cholerae BH1578 lux reporter, luminescence, 6 h | activation, % at 18.7 µM | 350,000 tested, 0.16% active | AID 588436; in the data active = activation mostly above about 9.7%, no sharp cut-off; inconclusive = no clear call, values can overlap the other calls; inactive = mostly below about 3.7%; also: not every result past the cut was called active; inactives centre near 0; reference of the scale not given here
# Mtb BioA inh – blocks M. tuberculosis BioA enzyme activity; purified M. tuberculosis BioA enzyme, plate reader; inhibition, % at 9.99 µM; 360,000 tested, 0.096% active; in the data active = inhibition above about 40%; inconclusive = no clear call, values can overlap the other calls
# Yp Topo-I inh – inhibitors of Yersinia pestis topoisomerase I; Y. pestis Topo-I cleavage product accumulation, plate reader; activity, % at 10 µM; 360,000 tested, 0.064% active; in the data active = activity above about 50%, passing the limit was not always enough; inconclusive = no clear call, values can overlap the other calls; also: inactives centre near 2
# Mtb FBA inh – inhibitors of M. tuberculosis fructose-bisphosphate aldolase. P9WQA3. purified M. tuberculosis FBA, fluorescence read-out. inhibition, % at 1 µM. 360,000 tested, 2.3% active. AID 588726; in the data active = inhibition above about 27%;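 also: 0% = vehicle and 100% = reference inhibitor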
# Target sequence (P9WQA3 whole entry, looked up): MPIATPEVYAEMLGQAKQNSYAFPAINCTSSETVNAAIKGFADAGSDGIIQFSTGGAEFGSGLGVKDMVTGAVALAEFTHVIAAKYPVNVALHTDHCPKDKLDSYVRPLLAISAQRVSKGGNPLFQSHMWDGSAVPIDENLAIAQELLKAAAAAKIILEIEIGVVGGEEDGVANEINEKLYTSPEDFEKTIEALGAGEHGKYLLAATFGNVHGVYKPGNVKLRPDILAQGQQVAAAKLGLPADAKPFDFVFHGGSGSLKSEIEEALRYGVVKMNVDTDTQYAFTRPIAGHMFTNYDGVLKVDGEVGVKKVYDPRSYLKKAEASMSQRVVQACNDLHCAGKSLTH
# FadD28 binding – inhibitors of Mycobacterium tuberculosis FadD28 bisubstrate binding. FadD28 bisubstrate probe binding, fluorescence polarization. inhibition, % at 12.5 µM. 360,000 tested, 0.22% active; in the data active = inhibition above about 8.5%, passing the limit was not always enough; inconclusive = no clear call, values can overlap the other calls
# UGM FP inh – inhibitors of M. tuberculosis UDP-galactopyranose mutase; 320,000 tested, 0.06% active; P9WIQ1; inhibition, % at 10 µM; purified UGM, fluorescence polarization probe displacement; in the data active = inhibition above about 10%, passing the limit was not always enough; inconclusive = no clear call, values can overlap the other calls
# Target sequence (P9WIQ1 whole entry, looked up): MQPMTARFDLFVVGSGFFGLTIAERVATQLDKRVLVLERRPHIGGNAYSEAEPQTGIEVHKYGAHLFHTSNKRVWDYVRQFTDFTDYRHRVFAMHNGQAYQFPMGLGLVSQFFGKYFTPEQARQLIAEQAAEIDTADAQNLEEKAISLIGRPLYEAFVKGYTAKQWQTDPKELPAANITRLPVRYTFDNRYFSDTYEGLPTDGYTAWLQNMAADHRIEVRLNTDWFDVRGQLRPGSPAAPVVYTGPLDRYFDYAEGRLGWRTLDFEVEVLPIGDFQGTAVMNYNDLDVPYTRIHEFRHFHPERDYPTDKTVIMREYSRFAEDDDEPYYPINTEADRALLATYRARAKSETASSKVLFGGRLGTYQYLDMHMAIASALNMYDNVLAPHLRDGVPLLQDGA
# GDH-TPI counter – counter-screen for M. tuberculosis FBA inhibitors: GDH-TPI coupled enzymes | 360,000 tested, 1.2% active | GDH-TPI coupled enzyme counterscreen, NADH absorbance | inhibition, % at 4.8 µM; in the data active = inhibition above about 30%;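 also: 0% = DMSO wells and 100% = wells lacking the enzyme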
# An asterisk follows results filed as active; i = inactive; ? = inconclusive; / = not tested or not shown. No enrichment for hits; about 4.6% have a hit in one of these screens.
Structure	PfHsp40 rescue	TcdB inh	BH1578 lux ind	Mtb BioA inh	Yp Topo-I inh	Mtb FBA inh	FadD28 binding	UGM FP inh	GDH-TPI counter
CC(=O)N1CCN(C(=O)CCCNC(=O)c2ccc(Cl)cc2)CC1	-0.6	0.4	-0.7	-0.1	4.8	0.3	-2.7	-1.5	5.2
O=C(O)c1nn(CCOc2ccc(Cl)cc2Cl)c(=O)c2ccccc12	-0.7	0.6	-0.2	-0.1	10.2	0.0	-1.5	-2.0	6.0
Cc1ccc(OCCOCCN2CCN(C)CC2)c(C(C)(C)C)c1	1.2	0.5	-0.7	1.1	-0.9	2.5	-0.6	1.1	10.4
CC(C)COC(=O)N1CCCCC1c1cc(C(=O)N2CCOCC2)no1 (configuration not stated)	/	-1.3	-0.4	0.9	6.1	2.0	0.3	/	2.7
CC(NC=C1C(=O)OC(C)(C)OC1=O)C(=O)O (configuration not stated)	-0.5	0.2	i	-0.8	-3.1	0.5	-2.3	0.4	9.3
CN1CCN(c2ccccc2NC(=O)c2ccc(N3CCCC3)c([N+](=O)[O-])c2)CC1	-0.5	2.2	i	-0.7	-13.7	-3.4	-2.6	0.4	11.4
COCCNC(=O)CN1C(=O)CSc2ncccc21	-0.7	0.9	-0.2	-1.1	6.7	-0.5	-1.2	3.1	-0.5
Cc1ccc(NC(=O)CSc2ccc(-c3ccco3)nn2)cc1	-0.2	0.5	i	/	10.0	-0.9	-0.7	1.5	8.2
CCOC(=O)C1=C(C)N=C2SC(C(=O)OC)=CC(=O)N2C1c1cccc(OC)c1 (configuration not stated)	2.5	/	-1.4	-0.6	9.7	-2.2	-5.4	-0.8	14.7
CC(C)OCC(O)CSc1ccccn1 (configuration not stated)	0.6	/	-0.5	/	8.3	1.0	0.9	2.6	13.1
Cc1ccc(NC(=O)CN(C)S(=O)(=O)c2ccc3c(c2)n(C)c(=O)c(=O)n3C)c(C)c1	0.5	1.2	-7.1	-1.1	0.2	3.7	-3.3	-0.1	7.8
Cc1ccccc1NS(=O)(=O)c1ccc(OCC(=O)NCC2CCCO2)cc1 (configuration not stated)	-0.6	-0.8	i	0.9	7.8	-3.3	-4.5	0.3	-2.1
O=c1cc(Nc2cccc(Br)c2)[nH]c(=O)[nH]1	0.7	-0.2	-0.2	/	-0.4	2.3	-2.2	-0.1	5.7
Cc1ccc(S(=O)(=O)N2CCC(NC(=O)c3cccc(C)c3)CC2)cc1	-0.4	-0.3	-0.5	/	4.4	0.6	-3.2	-0.9	-2.5
O=C(CSc1nncs1)NCCCc1ccccc1	-0.3	0.8	-0.4	/	2.1	0.6	-0.9	-0.9	-2.5
CCOc1ccccc1CN1CCN(CCCc2ccccc2)CC1CCO (configuration not stated)	10.9	2.0	4.8	0.2	-1.0	-5.5	-3.3	-0.1	8.5
O=C(CN1C(=O)NC(c2ccc(F)cc2)C1=O)NC1CCCCC1 (configuration not stated)	-0.9	/	-1.4	-0.7	-6.8	-0.5	-2.6	0.7	-5.3
O=C(Cn1cccc1C(=O)c1ccccc1)NCc1ccc2c(c1)OCO2	-0.5	/	i	-0.5	-6.4	-3.2	-2.7	1.1	0.6
NS(=O)(=O)c1ccc(CNC(=O)c2ccc3c(=O)n4c(nc3c2)CCC4)cc1	0.3	2.5	1.1	0.0	3.7	6.2	-2.3	-1.3	-4.8
Cc1cc(OC(C)C(=O)NC2CCN(Cc3ccccc3)CC2)c2c(C)cc(=O)oc2c1 (configuration not stated)	0.4	/	-0.3	-1.0	13.6	9.6	-1.8	-0.9	1.2
COc1ccc(NC(=O)CS(=O)(=O)c2cn(CC(=O)N(C(C)C)C(C)C)c3ccccc23)c(OC)c1	-1.1	-0.9	-0.6	-0.2	33.2	1.9	3.5	0.2	4.5
COc1ccc(C(=O)CCc2ccccc2)cc1	1.4	0.3	-1.6	-0.1	5.9	0.4	-1.2	-1.1	12.4
CC(C)OC(=O)C(C)Oc1ccc(C(=O)NCCc2ccccc2)cc1 (configuration not stated)	-0.9	/	i	/	10.3	3.9	-1.0	1.4	0.3
O=C1CC(N2CCC(n3c(=O)[nH]c4ccccc43)CC2)C(=O)N1Cc1ccccc1 (configuration not stated)	0.9	/	i	0.4	20.2	1.6	-2.2	1.0	7.9

# Reformatted: four of the compounds above
# Screens in order – PfHsp40 rescue	TcdB inh	BH1578 lux ind	Mtb BioA inh	Yp Topo-I inh	Mtb FBA inh	FadD28 binding	UGM FP inh	GDH-TPI counter
> CCOc1ccccc1CN1CCN(CCCc2ccccc2)CC1CCO (configuration not stated)
 : 10.9	2.0	4.8	0.2	-1.0	-5.5	-3.3	-0.1	8.5
> O=C(CN1C(=O)NC(c2ccc(F)cc2)C1=O)NC1CCCCC1 (configuration not stated)
 : -0.9	/	-1.4	-0.7	-6.8	-0.5	-2.6	0.7	-5.3
> O=C(Cn1cccc1C(=O)c1ccccc1)NCc1ccc2c(c1)OCO2
 : -0.5	/	i	-0.5	-6.4	-3.2	-2.7	1.1	0.6
> NS(=O)(=O)c1ccc(CNC(=O)c2ccc3c(=O)n4c(nc3c2)CCC4)cc1
 : 0.3	2.5	1.1	0.0	3.7	6.2	-2.3	-1.3	-4.8

# Other records
Structure	PfHsp40 rescue	TcdB inh	BH1578 lux ind	Mtb BioA inh	Yp Topo-I inh	Mtb FBA inh	FadD28 binding	UGM FP inh	GDH-TPI counter
Cc1ccc2nc(SCC(=O)O)nc(C)c2c1	-1.4	/	i	-0.8	?	6.8	-2.8	-1.8	6.7
O=C(CSc1nc(=O)n2ccccc2n1)N1N=C(c2cccs2)CC1c1ccc(F)cc1 (configuration not stated)	0.5	0.6	i	-0.3	-10.5	3.5	-2.1	0.3	23.7
O=C(NCc1ccc(F)cc1)Nc1cccc([N+](=O)[O-])c1	-0.2	0.6	-0.5	/	0.5	-3.3	-3.7	0.2	9.9
Cc1cc(C)n2nc(SCC(=O)N(CCC#N)c3ccccc3F)nc2n1	0.4	3.2	-2.5	4.3	5.2	-1.8	-3.3	-1.7	1.4
CCOC(=O)CSc1nc(N2CCOCC2)c2c(c1C#N)CC(C)(C)OC2	-0.9	2.2	1.2	0.7	16.7	-1.9	-0.3	-1.3	7.1
Cc1cc(C)cc(NC(=S)Nc2ccc(Cl)c(Cl)c2)c1	-1.0	0.6	-0.5	1.3	-4.9	0.8	-6.8	-0.7	1.0
COCCNC(=O)c1cc2nc(-c3ccccc3)cc(C)n2n1	0.7	0.3	0.7	/	4.2	5.7	0.2	-0.8	3.2
Cc1ccc2c(c1)N(C(=O)CCC(=O)NCCCN1CCOCC1)CC(C)O2 (configuration not stated)	0.1	0.8	-0.2	-1.5	1.8	-1.8	-4.5	-1.9	-1.4
CC(C)CNC(=O)c1cccc(NC(=O)CCc2ccccc2)c1	-1.1	0.0	-0.4	1.6	-4.1	-0.3	0.8	-0.9	9.5
C=C(C)C(=O)Nc1ccc2nn(-c3ccccc3O)nc2c1	/	-0.2	i	-1.8	7.6	-1.9	-1.7	/	26.4
OC(COCc1ccccc1)CN1CCN(c2ccccc2F)CC1 (configuration not stated)	-1.5	/	i	/	4.8	6.4	-1.5	-1.7	-7.7
COc1ccc(S(=O)(=O)N2CCC(Cc3ccccc3)CC2)cc1NC(C)=O	0.3	1.2	-0.2	-0.4	-0.1	0.2	-0.7	4.0	-3.4
O=C(CN1C2=NCCN2c2ccccc21)c1ccc2c(c1)OCO2	-1.7	/	-12.5	0.6	-6.4	2.1	-0.4	-1.8	8.5
C/C(=N\NC(=O)C(O)c1ccccc1)c1ccc(Cl)s1 (configuration not stated)	1.1	-1.5	1.6	-1.2	10.6	0.0	-4.9	-3.5	2.5
COC(=O)c1cccc(S(=O)(=O)N(Cc2ccco2)Cc2cc3cc(OC)ccc3[nH]c2=O)c1	0.7	/	-0.3	-2.2	-2.8	3.8	-1.4	-1.6	0.3
CC(=O)Nc1cccc(NC(=O)Nc2ccc(C(C)=O)cc2)c1	-0.8	/	-0.3	4.9	-2.9	-1.8	-1.8	-0.5	4.6
CCOc1ccc(N2CSC3=C(C#N)C(c4ccco4)CC(=O)N3C2)cc1 (configuration not stated)	-1.4	2.7	i	-1.7	2.9	0.7	-0.5	1.0	-2.1
CCc1ccccc1NC(=S)NCCSc1ccc(Cl)cc1	-0.9	6.0	3.0	-0.1	30.5	3.1	-5.4	1.5	-11.0
CC(C)n1c(SCC(=O)Nc2ccc(N3CCOCC3)cc2)nnc1-c1ccco1	0.5	0.7	0.1	-5.1	-9.1	6.0	0.8	1.5	-3.7
Cn1c(-c2ccc3c(c2)OCO3)cnc1NCc1ccccc1	-0.5	/	i	9.7	5.7	1.1	-2.1	1.9	4.1
CCc1cccc(CC)c1NC(=O)CSc1nc2ccc(N3C(=O)C4C5C=CC(C5)C4C3=O)cc2s1 (configuration not stated)	0.0	/	-0.3	/	4.3	-0.4	-0.5	-2.0	-8.2
CN1CCN(CC(=O)Nc2cc(N(C)C)nc3ccccc23)CC1	-1.0	12.8*	i	/	-14.3	23.3	-3.0	-1.4	1.2
CC(=O)Nc1ccc(-c2csc(NC(=O)C3CCN(S(=O)(=O)c4cccs4)CC3)n2)cc1	-1.7	/	-0.9	/	-1.2	5.8	-1.9	-0.8	5.2
COc1cccc(C(=O)Nc2ccc(C3CC3(Cl)Cl)cc2)c1 (configuration not stated)	1.3	-0.4	i	/	-7.0	14.6	-2.4	1.7	2.9
CC1CCc2c(sc3nc(CN4CCOCC4)nc(N4CCc5ccccc5C4)c23)C1 (configuration not stated)	-0.8	/	3.4	/	18.9	2.6	-0.9	1.7	17.7
Cc1ccc2c(Cl)cc(Cl)c(OCc3c(C)noc3C)c2n1	-1.3	/	i	-3.2	-8.8	-1.3	0.0	-1.8	1.1
N#Cc1c(N)nc(Sc2ccc(Cl)cc2)c(C#N)c1-c1ccccc1Cl	-0.7	0.0	-0.3	/	0.9	0.8	-0.8	-2.3	4.8
CCOC(=O)c1c(C)c(C(=O)NCc2ccco2)c(C)n1Cc1ccccc1	-1.7	0.7	-0.4	-0.4	14.2	-1.2	-4.5	0.2	-6.0
O=S(=O)(c1ccc2ccccc2c1)N1CCN(C(=S)Nc2ccc(F)cc2)CC1	2.4	/	i	8.1	7.8	0.1	-0.2	-1.8	0.4
O=c1[nH]n(-c2ccccc2Cl)c(=O)c2ccccc12	20.4	2.5	-0.5	-0.6	1.9	0.5	0.4	1.5	7.3
CCCCNC(=O)N(O)C1N(/N=C/c2cccnc2)C(=S)SC1(C)C (configuration not stated)	0.9	1.4	i	/	5.4	-0.7	-1.8	-0.8	8.7
COc1ccc(OC)c(NC(=O)CSc2nnc(CNC(=O)COc3ccc(Cl)cc3)o2)c1	1.5	2.4	i	-0.1	24.7	-2.9	-1.0	-1.0	0.8
CC(C)(C#N)NC(=O)C(=O)c1c(-c2ccccc2)cc2ccccn12	-1.6	1.1	i	-0.2	3.2	1.1	-2.8	1.3	-10.4
Cc1ccc(C(=O)Nc2ccccc2N2CCCC2)s1	-0.6	0.3	i	0.1	-0.3	3.5	-1.7	0.4	-2.1
CC12CCC3(CC1CCC1OC12)OCCO3 (configuration not stated)	0.3	1.3	i	/	-7.1	-1.1	-2.3	/	-4.3
Cc1cc(C=O)c(C)n1-c1ccc(NC2CCCC2)c([N+](=O)[O-])c1	-0.1	0.1	-0.6	0.3	13.6	-9.8	-1.6	-0.7	11.1
O=C(Nc1nnc(SCC(=O)N2CCOCC2)s1)c1ccccc1	-1.3	-1.0	-0.3	/	1.1	-0.8	0.8	0.1	20.1
Cc1ccc(C2CC2/C(=N/O)c2ccc(F)cc2)cc1 (configuration not stated)	9.0	1.3	i	0.1	14.8	-1.5	-5.2	1.8	-13.0

# Source: PubChem BioAssay
